E-sel TNF inh: E-selectin induction blockers in HUVEC – imaging, immunofluorescence, high content, primary screen; HUVEC TNFa-induced E-selectin immunofluorescence; inhibition, % at 2 µM; 120,000 tested, 0.71% active;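 active = inhibition above the batch mean plus 3 SD, and confirmed as a hit on visual image review, cut at about 43% in these data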;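 also: 0% = TNF-stimulated DMSO wells and 100% = unstimulated control wells; not every result past the cut was called active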
HCT116 PTEN-null: growth suppression of PTEN-null HCT116, primary screen, cell-based, CellTiter-Glo | HCT116 PTEN-null viability, 60 h; hits give low values | viability, % at 10 µM | 140,000 tested, 1.2% active;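 active = viability at or below a set limit, 4 SD under the median of all tested compounds, cut at about 3.7% in these data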;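 also: PTEN knockout HCT116 line with beta catenin targeted HCT116 as companion control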
Measles CPE: compounds protecting cells from measles virus cytopathic effect, primary screen, measles RdRp inhibitor project, single point, MLSMR library, absorbance; protection (pct of control), % at 4 µM; AID 841, 2007; 140,000 tested, 1.5% active; Measles virus-infected cells, CPE protection; in the data active = protection mostly above about 24%, no sharp cut-off; inactive = mostly below about 26%; also: some compounds called inactive have numbers as strong as hits
NPY-Y2 antag: NPY-Y2 receptor antagonists, primary screen, cell-based | 140,000 tested, 0.99% active | AID 793, 2007 | inhibition, % at 2.7 µM | NPY-Y2 expressing cells, antagonist mode; in the data active = inhibition above about 17%;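 also: 0% = vehicle with agonist challenge and 100% = reference antagonist with challenge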
Target sequence (P49146 whole entry, looked up): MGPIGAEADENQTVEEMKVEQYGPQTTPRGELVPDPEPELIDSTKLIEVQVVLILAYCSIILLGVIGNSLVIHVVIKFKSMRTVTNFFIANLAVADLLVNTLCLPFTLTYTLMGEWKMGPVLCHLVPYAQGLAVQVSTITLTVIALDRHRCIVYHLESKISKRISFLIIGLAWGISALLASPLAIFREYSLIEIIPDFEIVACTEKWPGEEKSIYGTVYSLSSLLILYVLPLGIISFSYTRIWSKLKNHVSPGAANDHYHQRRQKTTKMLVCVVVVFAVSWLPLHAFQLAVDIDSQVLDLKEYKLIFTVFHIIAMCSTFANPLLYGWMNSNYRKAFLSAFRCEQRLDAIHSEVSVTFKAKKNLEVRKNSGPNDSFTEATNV
GALR2 antag: GALR2 antagonists in receptor-expressing cells, primary screen; antagonist mode; 140,000 tested, 0.39% active; AID 828, 2007; inhibition, % at 4 µM; in the data active = inhibition above about 27%;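 also: cells stimulated with galanin 1-16 at roughly its EC80; 0% = agonist challenge control and 100% = basal control without agonist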
Target sequence (O43603 whole entry, looked up): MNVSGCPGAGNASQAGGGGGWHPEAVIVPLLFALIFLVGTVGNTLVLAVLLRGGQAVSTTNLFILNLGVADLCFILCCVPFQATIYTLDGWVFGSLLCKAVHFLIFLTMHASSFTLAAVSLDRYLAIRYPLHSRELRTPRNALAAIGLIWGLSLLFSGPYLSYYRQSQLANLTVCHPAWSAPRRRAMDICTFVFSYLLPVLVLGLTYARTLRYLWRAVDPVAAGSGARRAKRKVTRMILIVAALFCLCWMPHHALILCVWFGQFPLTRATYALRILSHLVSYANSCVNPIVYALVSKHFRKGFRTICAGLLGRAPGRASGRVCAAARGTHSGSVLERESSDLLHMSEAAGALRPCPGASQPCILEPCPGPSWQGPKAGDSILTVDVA
MRP1 act: H69AR viability gain despite doxorubicin, primary screen, MRP-1 activator project, H69AR cells, CellTiter-Glo; viability rescue; viability increase, % at 10 µM; 140,000 tested, 0.61% active; AID 799, 2007;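 active = viability gain under doxorubicin at or above a set limit, the compound median plus 3 SD, cut at about 4.7% in these data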;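 also: MRP-1 overexpressing cells given doxorubicin 25 µM after compound pretreatment; 18-22 h compound pretreatment then 72 h with doxorubicin before readout; 0% = doxorubicin-only wells and 100% = vehicle-treated cells without doxorubicin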
BB579 growth dn: growth inhibitors of yeast BB579 in restrictive medium, primary screen, yeast lifespan-shortening project, S. cerevisiae; OD615, 48 h; inhibition, % at 10 µM; 140,000 tested, 0.51% active;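 active = inhibition above a set limit, 3 SD over the mean compound inhibition, cut at about 44% in these data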; also: inactives centre near -24
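System: Saccharomyces cerevisiae DeaD strain BB579, replicative lifespan model yeast. Buffer or medium: restrictive glucose-based CSMM-D medium. Doses: one dose, 10 µM compound with 0.25% DMSO. Timing: 4 h preincubation and 48 h exposure at 30 °C. Detection: turbidity as optical density at 615 nm. Benchmarks: amphotericin B 10 µg/mL, positive.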
Phagocytosis inh: inhibitors of macrophage phagocytosis, primary screen, imaging, J774A.1 cells, IgG beads | 110,000 tested, 0.07% active | J774A.1 macrophage IgG-bead phagocytosis | inhibition, % at 5 µM;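 active = inhibition above the mean of the plate negative controls plus 5 SD, cut at about 13% in these data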;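 also: phagocytic index as fraction of beads internalized from green versus red external bead signal; plate controls were DMSO negative control for no effect and cytochalasin-D positive control for full effect; some results beyond the cut were filed as inactive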
Yeast life ext: compounds extending yeast replicative lifespan, primary screen, S. cerevisiae, OD615. S. cerevisiae growth with nicotinamide; deaD strain in restrictive glucose medium. inhibition of the nicotinamide effect, % at 10 µM. 130,000 tested, 0.68% active;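 active = inhibition above a set limit, placed 3 SD over the median of all compounds, cut at about 26% in these data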;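 also: 0% = nicotinamide-treated wells and 100% = cells grown without nicotinamide; some compounds called inactive have numbers as strong as hits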
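assay system = DeaD-strain S. cerevisiae | buffer or medium = restrictive glucose medium | reagent = 1.5 mM nicotinamide | compound = 10 µM single point, 0.25% DMSO | incubation = 48 h compound exposure at 30 °C, humidified | signal = OD615 measurement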
bCat KO growth: primary screen for growth suppressors in beta-catenin knockout HCT116 cells (colon tumor, human); HCT116 beta-catenin knockout viability, CellTiter-Glo, 60 h; hits give low values; viability, % at 10 µM; 140,000 tested, 1.5% active; AID 818, 2007;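 active = viability at or under a set limit, the compound median less 4 SD, cut at about 6% in these data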;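 also: 0% = Hyamine 1622 control at 20 µM and 100% = untreated cell control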
* = called active by the depositor; · = no result given. Rows were taken by chance; any-hit rate near 6.3%.

Preview:
Fields: E-sel TNF inh, HCT116 PTEN-null, Measles CPE, NPY-Y2 antag, GALR2 antag, MRP1 act, BB579 growth dn, Phagocytosis inh, Yeast life ext, bCat KO growth
1: O=C(NCCC1=CCCCC1)C(=O)NCC(c1ccco1)N1CCN(c2ccccc2F)CC1 (stereo not given)
 : ·, 28, 19, 1, 17, -4.1, -8, -3, 2, 35
2: CCOC(=O)C(=O)/C(=C\N(C)C)c1onc(-c2c(F)cccc2Cl)c1C(=O)OC
 : 20, 95, 2, 1, 4, -1.1, -26, -1, -12, 104

The listing, from the first entry:
Fields: E-sel TNF inh, HCT116 PTEN-null, Measles CPE, NPY-Y2 antag, GALR2 antag, MRP1 act, BB579 growth dn, Phagocytosis inh, Yeast life ext, bCat KO growth
1: O=C(NCCC1=CCCCC1)C(=O)NCC(c1ccco1)N1CCN(c2ccccc2F)CC1 (stereo not given)
 : ·, 28, 19, 1, 17, -4.1, -8, -3, 2, 35
2: CCOC(=O)C(=O)/C(=C\N(C)C)c1onc(-c2c(F)cccc2Cl)c1C(=O)OC
 : 20, 95, 2, 1, 4, -1.1, -26, -1, -12, 104
3: Cc1cc([N+](=O)[O-])nn1CCCC(=O)Nc1cc(Oc2ccc(F)cc2)cc([N+](=O)[O-])c1
 : 2, 71, 4, 2, 1, -1.5, -37, 1, 7, 83
4: COc1ccccc1CCNC(=O)c1ccc(C)o1
 : ·, 106, 7, 3, 3, -2.2, -2, 0, -27, 121
5: COc1cccc(NC(=O)Nc2ccc3nsnc3c2)c1
 : ·, 91, 4, -3, 16, -0.7, -4, 0, -13, 98
6: O=C(CC1Oc2ccccc2NC1=O)NCc1ccccc1 (stereo not given)
 : 8, 134, 2, -1, 2, -2.5, -4, -1, -6, 95
7: COc1ccc(S(=O)(=O)N2CCCCC2)cc1NC(=O)c1ccc2c(c1)OCO2
 : ·, 91, 11, 7, 0, -1.8, -32, -8, 1, 83
8: O=c1[nH]c(=O)n(Cc2ccco2)c2c1C(C(F)(F)F)(C(F)(F)F)N=C(C1CCCCC1)N2
 : -4, 90, 13, 2, 5, -2.2, -45, 0, -3, 88
9: O=C(Nc1ccon1)c1cccc(S(=O)(=O)N2CCCCCC2)c1
 : 17, 83, 1, 5, -6, -3.9, -30, -1, 5, 74
10: CCCS(=O)(=O)N1CCN(CC2CC=CCC2)CC1 (stereo not given)
 : -19, 103, 6, -1, 5, -1.8, 16, -2, 4, 97
11: CN(CC(=O)Nc1ccccn1)S(=O)(=O)c1ccc(Cl)cc1
 : -44, 99, 19, 8, 4, -2.4, -32, ·, ·, 91
12: CC(C)(C)C(=O)Nc1ccc(-c2cn3ccsc3n2)cc1
 : 18, 92, 3, -1, 5, -0.2, -35, 2, -34, 93
13: CC(C(=O)Nc1ccccc1Br)c1ccc([N+](=O)[O-])cc1 (stereo not given)
 : 0, 82, 35, 0, -1, -2.6, -46, -11, 1, 83
14: Cc1cccnc1NC(=O)c1ccccc1NC(=O)C(C)(C)C
 : 17, 99, 3, 2, -3, -1.8, -16, ·, ·, 91
15: N/C(=N\OC(=O)c1cc(-c2ccccc2)nc2ccccc12)c1ccc(Cl)cc1
 : -66, 86, 1, -1, 2, -2.5, -24, -3, -22, 79
16: Cc1cc(C)cc(NC(N)=S)c1
 : ·, 91, 10, 0, 3, -2.2, -10, -4, 5, 81
17: COc1ccc(Nc2ccc3c(c2)=NC2(CCCCC2)[N+]=3[O-])cc1
 : 12, 1.2*, 0, -3, 8, -3.0, -18, ·, -8, 1.1*
18: CCCC1(C(=O)OCC)NC(c2cc(OC)c(OC)c(OC)c2)C2C(=O)N(CC)C(=O)C21 (stereo not given)
 : 1, 98, 1, -1, 3, 0.0, 2, 0, -11, 100
19: COc1cc(/C=N/N2CCN(c3ccccc3OC)CC2)ccc1O
 : -37, 91, 11, 4, 1, -0.8, -3, -2, -5, 93
20: Cc1nc(N)c(C#N)c(-c2ccccc2)c1C
 : -37, 86, 24, 2, 5, -3.5, -50, 1, -30, 89
21: Cc1nc(-n2nnc3ccccc32)c2c3c(sc2n1)CCCC3
 : -1, 80, 18, 22*, -5, 0.7, -30, -1, -10, 80
22: CN1CCCN(C2C3CC4CC(C3)CC2C4)CC1 (stereo not given)
 : 4, 99, 12, 2, 2, -1.1, -25, ·, -6, 91
23: O=C(NCSC1=NCCS1)c1ccccc1
 : -1, 97, 6, -1, -1, -1.4, -16, -1, -10, 91
24: CCCCSC1(SCCCC)N=C(N)C2(C#N)C(c3ccccc3)NC(C)=C(C)C12C#N (stereo not given)
 : 6, 94, 39, 1, -4, -3.9, -37, 0, 0, 90
25: Cc1ccsc1/C=N/NC(=O)c1ccccn1
 : 18, 83, 4, 3, 9, -0.9, -30, -6, -4, 80
26: CN(C)c1c([N+](=O)[O-])cc2[nH]c(=O)[nH]c2c1[N+](=O)[O-]
 : 13, 95, 16, 1, -7, -3.7, -42, 0, -10, 90
27: Cc1cc(Br)c(OCc2ccc(C(=O)N/N=C3\CC(=O)CC(C)(C)C3)cc2)c(Br)c1
 : ·, 68, 23, 8, -11, -1.5, -43, -10, 1, 72
28: Cc1ccc(S(=O)(=O)N2CCC(C(=O)N3CCC[C@H]3C(=O)NC3CCS(=O)(=O)C3)CC2)cc1 (stereo not given in full)
 : 8, 95, 27, -1, -3, 0.1, 29, -1, 2, 115
29: CCOC(=O)c1cnc2cc3c(cn2c1=O)CCCC3
 : 5, 94, 8, 1, 8, -1.0, -18, ·, 28, 93
30: O=C(Cn1nnc2ccccc21)N1CCCCC1
 : -8, 98, 3, 2, 11, -0.5, -19, -2, 8, 106
31: Cc1cc(=O)n2c(n1)OC(CO)C2 (stereo not given)
 : 13, 103, 8, 0, 4, 0.6, -22, -1, -12, 99
32: COC(=O)c1ccc(NC(=O)c2ccc(CN3CCOCC3)cc2)cc1
 : -7, 53, 3, 2, -2, -3.4, 0, 0, -12, 68
33: CCn1c(=O)cc(SCC(=O)NCCCN2CCN(c3ccccc3F)CC2)c2ccccc21
 : 1, 70, 23, 10, -3, -4.6, -21, 2, 2, 65
34: O=C(c1ccc(F)cc1)C(CCCCCC(CN1CCOCC1)C(=O)c1ccc(F)cc1)CN1CCOCC1 (stereo not given)
 : -13, 36, 7, 6, -2, -6.9, -41, 2, -15, 43
35: Cc1nc(C)c(C(=O)NCc2ccc(Cl)cc2)o1
 : ·, 86, 11, -2, -9, 0.4, -28, -2, -3, 88
36: COCC(=O)Nc1c(C(=O)Nc2cccc(OC)c2)oc2ccccc12
 : ·, 65, 8, 4, -9, -1.6, 3, 0, -25, 78
37: CC(=O)c1ccc(NC(=O)c2cc3nc4c(c(C(F)(F)F)n3n2)CCCC4)cc1
 : ·, 112, 3, -1, 31*, 0.5, -77, 2, -10, 105
38: CCOc1ccc(-n2c(C)nc3cc(C(=O)NCCCN4CCOCC4)ccc32)cc1
 : ·, 100, 15, 4, -1, -1.6, 12, ·, -10, 100
39: Cc1cc(O)cc(=O)n1Cc1ccco1
 : ·, 101, 0, 1, -9, -0.1, -38, -2, 0, 90
40: CC(C)(C)OC(=O)NCCCCCc1nnc(SCC(N)=O)o1
 : -5, 106, 11, 1, -5, 0.5, -29, -1, -5, 104
41: O=C(CN1CCN(c2ccccc2)CC1)Nc1ccccc1Sc1ccccc1
 : ·, 18, 14, 1, 8, -4.3, -25, -7, 10, 22
42: CCCC(=O)Nc1cc(-c2nn(C)c(=O)c3ccccc23)ccc1OC
 : ·, 79, 19, 2, 1, -1.2, 5, -1, -16, 88
43: CCC(C)(C)NC(=O)C(c1ccc(C)cc1)N(Cc1cccs1)C(=O)c1ccc2c(c1)OCCO2 (stereo not given)
 : -25, 5, 2, 6, 1, -0.1, -17, ·, -3, 8
44: CCCNC(=O)OC[C@H]1O[C@H](CCO/N=C(\C)CCN2CCc3nc(-c4ccccc4)c(-c4ccccc4)cc3C2)C=C[C@@H]1Oc1ccc(OC)cc1
 : -31, 66, 21, 1, -6, -0.9, -57, ·, 32*, 63
45: Cc1n[nH]c(=O)nc1NCc1ccccc1
 : ·, 100, 8, 1, -8, -0.8, -25, -1, 2, 99
46: CCOC(=O)C1CCCN(S(=O)(=O)c2c(C)c(C)cc(C)c2C)C1 (stereo not given)
 : -7, 78, 14, 10, 2, -0.7, -18, -1, -3, 86
47: COC(=O)C1CCN(C(=O)C23CCC(C)(C(=O)O2)C3(C)C)CC1 (stereo not given)
 : -10, 108, 18, 0, -2, 0.6, -21, ·, -8, 100
48: COc1cc(/C=N/Nc2ncc(C(F)(F)F)cc2Cl)cc(OC)c1OC
 : -28, 36, 3, 3, -1, -3.4, -30, 0, -9, 42
49: CCC1CC(C)(C(=O)Nc2ccc(S(N)(=O)=O)cc2)OC1=O (stereo not given)
 : ·, 96, 2, 4, 9, 0.4, -8, 4, 49*, 97
50: Cc1ccc(C)c(/C(O)=C2/C(=O)C(=O)N(CCN3CCOCC3)C2c2ccc(C)o2)c1 (stereo not given)
 : -3, 101, 11, -2, 11, -2.5, -21, -2, -4, 94
51: COc1ccccc1NC(=O)Cc1csc(N)n1
 : ·, 100, 12, 1, -5, -0.7, -11, 0, -10, 99
52: Cc1cccc(CSc2ccc3nnc(-c4cccnc4)n3n2)c1
 : 8, 89, 12, 0, -1, -2.3, -25, -8, 3, 87
53: Cc1ccc(-c2ccc(=O)n(CC(=O)NCCCN3CCCCC3C)n2)cc1 (stereo not given)
 : -6, 103, 9, 1, 2, -1.1, -69, ·, -13, 98
54: CCOc1ccccc1C(=O)N1CCCCC1C (stereo not given)
 : -8, 95, 2, 3, -8, -2.4, -3, -1, -2, 94
55: CCOC(=O)C(C(=O)OCC)C(C(=O)OCC)N1CCOCC1 (stereo not given)
 : 28, 1.7*, 9, -2, 8, -5.5, -48, 0, -2, 1.2*
56: CCN(c1ccc(OC)cc1)S(=O)(=O)c1ccc2c(c1)CCN2C(=O)CCC(=O)O
 : -9, 90, 1, 0, -3, -0.8, -36, -1, -23, 93
